EPAC2 antagonist: blocks human EPAC2 exchange factor. AID 720708. EPAC2 GEF exchange of Rap1B-BODIPY-GDP, fluorescence. Potency, µM (highest dose often 114 µM), for inactives: at the top dose activity, negative = inhibition, most hits filed as inhibitors. actives 0.18% (n = 360,000); further: potency means the concentration at half of the fitted maximal effect; on the % scale 0 is the no-effect control and ±100 the full control effect; nearly all actives have a fitted effect of over 45% in size; many of its hits are not listed in these tables
Target sequence (Q8WZA2 whole entry, looked up): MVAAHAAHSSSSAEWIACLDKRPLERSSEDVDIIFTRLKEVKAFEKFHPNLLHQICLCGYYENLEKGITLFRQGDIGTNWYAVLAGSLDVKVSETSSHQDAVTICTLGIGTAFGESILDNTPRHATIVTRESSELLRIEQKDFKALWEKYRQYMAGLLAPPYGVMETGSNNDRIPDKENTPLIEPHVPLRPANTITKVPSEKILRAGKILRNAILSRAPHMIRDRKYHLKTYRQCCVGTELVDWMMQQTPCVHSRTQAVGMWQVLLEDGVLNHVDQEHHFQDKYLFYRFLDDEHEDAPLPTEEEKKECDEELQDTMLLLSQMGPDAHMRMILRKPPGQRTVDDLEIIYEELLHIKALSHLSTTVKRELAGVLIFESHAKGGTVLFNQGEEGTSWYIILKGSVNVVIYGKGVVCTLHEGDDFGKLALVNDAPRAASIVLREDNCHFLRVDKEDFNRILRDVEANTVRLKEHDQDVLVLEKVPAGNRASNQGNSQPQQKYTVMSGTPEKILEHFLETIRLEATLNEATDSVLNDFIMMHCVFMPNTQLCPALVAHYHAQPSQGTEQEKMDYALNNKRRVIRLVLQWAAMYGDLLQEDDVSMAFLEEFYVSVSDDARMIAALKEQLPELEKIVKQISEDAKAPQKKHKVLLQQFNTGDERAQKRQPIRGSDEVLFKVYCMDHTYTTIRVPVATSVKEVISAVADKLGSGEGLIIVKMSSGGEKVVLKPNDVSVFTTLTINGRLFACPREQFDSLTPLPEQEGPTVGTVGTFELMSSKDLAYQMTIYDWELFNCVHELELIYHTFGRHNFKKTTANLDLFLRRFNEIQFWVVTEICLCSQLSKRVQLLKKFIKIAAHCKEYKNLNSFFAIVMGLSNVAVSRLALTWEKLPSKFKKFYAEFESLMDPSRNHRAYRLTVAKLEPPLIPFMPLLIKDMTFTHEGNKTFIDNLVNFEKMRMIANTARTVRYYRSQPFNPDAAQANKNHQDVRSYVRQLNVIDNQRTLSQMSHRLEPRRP
PI5P4K alpha inh: blocks human PI5P4K alpha kinase activity; P48426; actives 1.2% (n = 330,000); PI5P4Kalpha enzyme, ADP-Glo luminescence, 60 min; hits give low values; max response, %; active means max response of -50% or lower; inconclusive means between -30% and -50%; inactive means -30% or higher; further: value at the top dose of about 77 µM; on the % scale 0 is the no-effect control and ±100 the full control effect
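Enzyme plus substrate dispensed, test compounds pinned in, then ATP (5 microM final) added. After 60 min at RT, ADP-Glo reagent 1 for 45 min and reagent 2 for 30 min preceded luminescence imaging.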
EPAC1 antag: EPAC1 (human) antagonism. EPAC1 GEF assay, Rap1b-BODIPY-GDP exchange fluorescence. Potency, µM (series often up to 115 µM), for the others: at the top dose activity change, negative = inhibition, usual class: inhibitors. actives 0.14% (n = 360,000). AID 720709;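 further: potency means the concentration at half of the fitted maximal effect; plate controls were vehicle for no effect and positive control for full effect; nearly all actives have a fitted effect of over 50% in size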
CCT chaperon mod: changes cytosolic chaperonin activity. actives 0.3% (n = 360,000). activity change, % (no concentration beside the values), hits read low. purified chaperonin ATPase assay, HTRF ADP detection, 30 min; in the data active means activity change below about -30%; further: on the % scale 0 is the no-effect control and ±100 the full control effect
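ATPase activity: ADP formed was measured by HTRF Transcreener (665/615 nm ratio) after 30 min at 37 deg C with 10 uM ATP. Compounds screened at one 76 uM concentration against 40 or 20 nM TRiC in Tris pH 7.4/KCl/MgCl2/DTT buffer.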
EPAC1 ag: EPAC1 (human) agonism | EPAC1 agonist qHTS, biochemical assay; response scale: 100% = response to 6.5 mM cAMP | Potency, µM (series often up to 154 µM), for inactives: at the highest dose activation, most hits filed as activators | AID 720707 | O95398 | actives 0.073% (n = 360,000); further: potency means the concentration at half of the fitted maximal effect; nearly all actives have a fitted effect of over 60% in size
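EPAC1 100 nM, Rap1B–BODIPY-GDP 250 nM, unlabeled GDP 50 uM; compound titration; 5 min RT; kinetic read ex480/em540 at 5-min intervals ×30 min; data normalized to 6.5 mM cAMP agonist control.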
WRN helicase inh: WRN helicase (human) inhibition; Q14191; WRN helicase unwinding, fluorescent forked duplex, kinetic; Potency, µM (top dose mostly 114 µM), for the others: at the top dose activity change, negative = inhibition, usual class: inhibitors; actives 0.46% (n = 360,000); further: potency means the concentration at half of the fitted maximal effect; on the % scale 0 is the no-effect control and ±100 the full control effect; nearly all actives have a fitted effect of over 55% in size
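Kinetic fluorescence helicase assay: unwinding of a quenched forked DNA duplex (100 nM final) with 2 mM ATP final raises red fluorescence (525/598 nm). Compounds sat 15 min at room temperature with 20 nM WRN beforehand.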
PLK1 PBD block: blocks phosphopeptide binding to human PLK1 polo-box domain | P53350 | Plk1 PBD binding of FITC phosphopeptide, fluorescence polarization | Potency, µM, without a hit: max response, negative = inhibition, most hits filed as inhibitors | actives 2.8% (n = 360,000); further: potency means the concentration at half of the fitted maximal effect; series mostly up to about 57 µM; on the % scale 0 is the no-effect control and ±100 the full control effect; nearly all actives have a fitted effect of over 65% in size
Mm-Cpn inhibitor: M. maripaludis TRiC chaperonin inhibition; AID 504842; actives 0.031% (n = 330,000); Potency, µM (series often up to 76.9 µM), inactives show at the top dose activity, negative = inhibition, hits mostly inhibitors; purified Mm-Cpn ATPase, ADP Transcreener TR-FRET; further: potency means the concentration at half of the fitted maximal effect; on the % scale 0 is the no-effect control and ±100 the full control effect; nearly all actives have a fitted effect of over 80% in size
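Purified archaeal Mm-CPN (25nM final) preincubated 10 min at 37degC with compound, then 10uM ATP for 30 min at 37degC; ADP measured by HTRF Transcreener TR-FRET; buffer 30 mM TRIS pH 7.4, 100mM KCl, 5mM MgCl2, 1mM DTT.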
Numbers without * were called inactive; ? = inconclusive; / = no result given; [ ] = dose if it differs, or a comment. Unless noted, the call rests on the fitted dose curve; in most records, active means well fitted curve in the direction sought with a large enough effect; inconclusive means small, poorly fitted or top-dose-only effect, or another doubt; inactive means no such curve, though single readings can be large; an effect the other way counts as inactive or inconclusive. The list is partial (hit frequency here may not be typical).

SMILES	EPAC2 antagonist	PI5P4K alpha inh	EPAC1 antag	CCT chaperon mod	EPAC1 ag	WRN helicase inh	PLK1 PBD block	Mm-Cpn inhibitor
COc1cc(NC(=O)c2cccc(Cl)c2)c(OC)cc1NC(=O)CN1CCOCC1	1%	7	-11%	-2.5	-5%	-2%	-4%	2%
Cc1ccccc1S(=O)(=O)N(C)C[C@@H]1OCc2cnnn2CCCC(=O)N([C@@H](C)CO)C[C@H]1C	2%	-1	-5%	-0.9	9%	0%	-14%	/
CC(C)(C)C(=O)CN1C(=O)NC(c2ccccc2)(c2ccccc2)C1=O	2%	0	14%	1.1	-2%	10%	-4%	-1%
Cc1ccc(NC(=O)Cn2cc(C(F)(F)F)cc(Cl)c2=O)cc1Cl	0%	-1	-12%	1.3	6%	-12%	-5%	2%
CCCc1nc2ccccc2c(=O)n1/N=C/c1c(C)[nH]n(-c2ccc(C)cc2)c1=O	8%	-9	13%	-0.6	6%	-29%[57.1 µM]	-20%	0%
CCCCn1c(=O)[nH]c(=O)c2c1ncn2Cc1ccco1	15%	/	6%	2.1	-3%	-3%	-3%	2%
O=C1c2ccccc2C(=O)N1CCN1CCOCC1	2%	-2	-29%	1.4	-8%	-5%	-4%	0%
COCc1c(C(=O)NCCOc2ccc(Cl)cc2)oc2ccccc12	-17%	-6	-21%	0.9	-12%	-9%	-2%	1%
Cc1ccc(N(O)C(C)(C)C)cc1	14%	4	7%	-2.1	-18%	10%	0%	/
COc1ccc(-c2cc(C)no2)cc1S(=O)(=O)NCc1cccc(C)c1	-15%	-1	1%	0.1	0%	-11%	-13%	2%
CC(C)(C)OC(=O)N(CCc1ccccc1)Cc1cccc(OCc2cccc(NC(=O)C3CCCC3)c2)c1	2%	10	?	-1.0	7%	-4%	-7%	/
O=C(CSc1nnc(-c2ccccn2)n1Cc1ccco1)c1ccccc1	-7%	0	-8%	1.0	15%	-12%	-2%	1%
COc1cccc(/C=C/C(=O)OCC(=O)NCCC2=CCCCC2)c1	-20%	-65*	-29%	-0.6	-1%	-16%	8.4µM*	1%
COc1ccccc1NC(=O)CC1C(=O)Nc2ccccc2N1C(=O)c1ccccc1 (stereo not given)	-2%	7	-13%	-3.8	12%	-7%	-10%	-3%
CC(CC(=O)c1ccccc1)=NCC(O)CN=C(C)CC(=O)c1ccccc1 (stereo not given)	-5%	8	-16%	0.6	-4%	-9%	1%	/
CCCCC(NC(C)=O)c1nc2ccccc2[nH]1 (stereo not given)	-3%	2	13%	-2.3	7%	-2%	-11%	1%
CCN(CC(=O)NCc1ccc(F)cc1)CC(=O)Nc1cc(S(=O)(=O)N(C)C)ccc1C	2%	0	-1%	-25	-2%	3%	-3%	-4%
COCCN(C(=O)COC(=O)CCc1nc2ccccc2s1)c1c(N)n(Cc2ccccc2)c(=O)[nH]c1=O	-3%	-2	4%	1.1	-11%	-9%	-7%	3%
O=C(CCc1cn(Cc2ccc(F)cc2)c2ccccc12)N1CCOCC1	-7%	1	4%	-2.7	4%	5%[57.1 µM]	-11%	0%
O=Cc1ccc(C(=O)OCC(=O)Nc2ccc(F)cc2F)cc1	-21%	-19	-11%	1.2	8%	-7%	-1%	1%
CN(C)c1cc2c(cc1NS(=O)(=O)c1ccccc1)n(C)c(=O)n2C	-8%	1	22%	-0.6	4%	-3%	-12%	-1%
CCOc1cccc(C2C(C#N)=C(N)Oc3cc(C)n(Cc4ccccn4)c(=O)c32)c1OCC (stereo not given)	-3%	3	4%	-0.1	-8%	-6%	-3%	0%
O=C(CN1CCN(Cc2ccc3c(c2)OCO3)CC1)Nc1ccc2[nH]c(=O)[nH]c2c1	-1%	-5	-18%	-0.3	-1%	-31%	0%	-1%
CNc1cc(-c2cccc(OC)c2F)nc2ccnn12	-8%	-9	-7%	-1.0	-11%	-3%	-2%	/
CCc1ccc(N2CC(C(=O)Nc3nnc(CC)s3)CC2=O)cc1 (stereo not given)	5%	-6	6%	0.3	4%	6%	-6%	1%
(list continues)
SMILES	EPAC2 antagonist	PI5P4K alpha inh	EPAC1 antag	CCT chaperon mod	EPAC1 ag	WRN helicase inh	PLK1 PBD block	Mm-Cpn inhibitor
CC(=O)c1ccc(NC(=O)CN2c3cccc4cccc(c34)S2(=O)=O)cc1	-1%	-13	8%	-3.1	13%	-7%	-19%	-1%
O=C(O)CC(Sc1n[nH]c(=S)s1)C(=O)O (stereo not given)	-1%	?	-3%	0.8	5%	4%	?	-3%
OC(COc1cccc2ccccc12)CN1CCN(c2ccccc2)CC1 (stereo not given)	-10%	-6	-8%	-0.4	0%	2%	-3%	0%
CCOC(=O)/C(=C\c1c[nH]c2ccccc12)NC(C)=O	4%	-4	6%	-0.9	-5%	-14%	21µM*	-2%
Cc1[nH]n(-c2ccccc2)c(=O)c1S(=O)(=O)c1ccccc1	2%	/	-2%	-0.1	6%	-16%	-27%	1%
COc1cccc(/C=N/n2c(=S)n(C)c3cc(C)c(C)cc32)c1OC	3%[57.1 µM]	0	7%	-2.0	5%	10%	-6%	-2%
COc1ccc(C(=O)COC(=O)CCCN=C2NS(=O)(=O)c3ccccc32)c(OC)c1	-24%	6	-2%	0.1	12%	-9%	1%	?
COc1cccc(C2/C(=C(/O)c3ccc4c(c3)CC(C)O4)C(=O)C(=O)N2CC2CCCO2)c1 (stereo not given)	3%	4	-4%	-5.0	8%	8%	-12%	-22%
COc1ccc(Cl)cc1NC(=O)CSc1nnc(C2CC2)n1N	6%	5	-11%	-0.4	2%	2%	-13%	3%
COc1ccc(N(CC(=O)NCCC2=CCCCC2)S(C)(=O)=O)cc1	-1%	/	4%	0.1	12%	2%	-7%	2%
COc1ccc(CNC(=O)COC(=O)[C@H](Cc2c[nH]c3ccccc23)NC(=O)c2cccs2)cc1	-10%	2	5%	-2.1	6%	-9%	-1%	-1%
COc1ccc(/C=C2\N=C3CCCCCN3C2=O)cc1OC	13%	-1	5%	3.4	-6%	0%	-9%	-4%
COc1cccc(CNC2CCCc3ccccc32)c1OC (stereo not given)	12%	1	-6%	3.4	-5%	-27%	-1%	-15%
COc1ccccc1/C=N/NC(=O)c1nnn(-c2nonc2N)c1-c1cccs1	-5%	4	-29%	-0.4	-4%	-15%	-13%	3%
COc1ccc(S(=O)(=O)N(C)CC(=O)NCc2ccco2)cc1OC	-5%	6	-2%	1.1	2%	-5%	-11%	-2%
Cc1ccc(CN2C(=O)CCC2C(=O)NCCN2CCOCC2)cc1 (stereo not given)	10%	-4	9%	-1.5	1%	5%	1%	-3%
Cc1ccc(CN(C(=O)c2cc3ccccc3oc2=O)C2CCS(=O)(=O)C2)cc1 (stereo not given)	11%	/	12%	0.8	1%	-28%	-2%	-2%
CCC(=O)c1cc2c(C)cc(=O)oc2c(C)c1OC(C)=O	-1%	-7	-7%	0.8	8%	-10%	-4%	-7%
Cn1sc(NC(=O)c2cccc(Cl)c2)nc1=O	14%[57.1 µM]	-14	11%	1.7	-4%	-12%	0%	-3%
O=C(O)CCCN1C(=O)/C(=C\C(Cl)=C\c2ccccc2)SC1=S	?	-19	-18%	-2.6	5%	?	11µM*	0%
COc1cccc(CNC(=O)C(=O)NCCC2CCCCN2S(=O)(=O)c2cccs2)c1 (stereo not given)	-8%	-2	-8%	1.4	-1%	-7%	-5%	1%
CCC(=O)Nc1ccccc1-c1nnn(CC(=O)N2c3ccccc3CC2C)n1 (stereo not given)	3%	/	8%	-2.2	6%	-6%	-5%	3%
COc1cccc(C=Nc2cc(C)cc(C)c2)c1O	13%	-6	4%	1.1	-1%	-10%	-13%	0%
CN(C)S(=O)(=O)c1ccc(S(=O)(=O)N2CCCC2)cc1	3%	-7	-3%	-0.2	-3%	4%	-5%	-1%
CNC(=O)c1ccc(OCc2ccccc2)c(OC)c1	0%	-6	0%	-1.0	-2%	-8%	2%	0%
Next records follow:
SMILES	EPAC2 antagonist	PI5P4K alpha inh	EPAC1 antag	CCT chaperon mod	EPAC1 ag	WRN helicase inh	PLK1 PBD block	Mm-Cpn inhibitor
O=C(Nc1ccccc1-c1nnn(CC(=O)N2CCCc3ccccc32)n1)c1ccco1	0%	/	7%	-1.4	12%	-8%	-5%	-1%
O=C(NN=Cc1ccc2c(c1)OCO2)c1ccc([N+](=O)[O-])cc1	5%	-1	5%	0.7	-6%	7%[57.1 µM]	5%	/
Cc1nc(N2CCOCC2)sc1C(=O)NN	2%	8	4%	-1.1	13%	1%[11.6 µM]	-7%	-3%
CC(=O)c1cccc(N(CC(=O)N2CCCC2)S(C)(=O)=O)c1	-3%	/	-1%	-1.8	6%	-7%	-2%	0%
Cc1ccc(-c2cccc([C@H]3[C@@H]4C=CC[C@@H](C)[C@@H]4C(=O)N3Cc3ccccc3)c2)cc1	-17%	-3	-16%	-1.5	-14%	-5%	-7%	-3%
O=C(CNC(=O)c1ccco1)NNC(=O)c1cccc(Cl)c1	7%	2	8%	1.3	2%	11%	1%	0%
CCOC(=O)c1c(NC(=O)c2nn(CC)cc2Br)sc(C)c1C	5%	/	11%	0.3	-4%	-2%	?	1%
COc1ccc(NC(=O)CC2C(=O)N(C)C(=S)N2Cc2ccc3c(c2)OCO3)cc1 (stereo not given)	-35%	4	?	1.6	-6%	12%	-9%	1%
Cc1c([N+](=O)[O-])c([N+](=O)[O-])nn1CC(=O)NCCc1ccccc1	-8%	-2	-13%	-3.2	3%	-17%	-11%	2%
Cc1sc2ncn(CC(=O)NCCCC(=O)N3CCN(Cc4ccc5c(c4)OCO5)CC3)c(=O)c2c1C	-1%	1	8%	-5.9	13%	1%	5%	-2%
CCN(CC)S(=O)(=O)c1ccc(OC)c(NC(=O)CSCc2c(C)noc2C)c1	9%	0	-10%	-1.4	2%	4%	-12%	1%
O=C(Nc1ccc(F)cc1)c1cccnn1	1%	-2	9%	-1.0	4%	-8%	-1%	1%
CCc1nc2ccc(C(=O)NCCCn3ccnc3)cn2c1N(C)C(=O)c1cccc(OC)c1	6%	-2	-26%	-0.1	13%	-5%	1%	/

An excerpt of these results, comma-delimited:
canonical_smiles,EPAC2 antagonist,PI5P4K alpha inh,EPAC1 antag,CCT chaperon mod,EPAC1 ag,WRN helicase inh,PLK1 PBD block,Mm-Cpn inhibitor
O=C(NN=Cc1ccc2c(c1)OCO2)c1ccc([N+](=O)[O-])cc1,5%,-1,5%,0.7,-6%,7%[57.1 µM],5%,/
Cc1nc(N2CCOCC2)sc1C(=O)NN,2%,8,4%,-1.1,13%,1%[11.6 µM],-7%,-3%
CC(=O)c1cccc(N(CC(=O)N2CCCC2)S(C)(=O)=O)c1,-3%,/,-1%,-1.8,6%,-7%,-2%,0%
Cc1ccc(-c2cccc([C@H]3[C@@H]4C=CC[C@@H](C)[C@@H]4C(=O)N3Cc3ccccc3)c2)cc1,-17%,-3,-16%,-1.5,-14%,-5%,-7%,-3%

Screening data: PubChem, National Center for Advancing Translational Sciences (NCATS)
